High-throughput results as filed in PubChem BioAssay.
KKLEB tox: reduces viability of KKLEB cystic fibrosis airway cells; KKLEB CF airway cells viability, ATPlite luminescence, overnight; hits give low values; cells stimulated with P. aeruginosa culture filtrate; activity change (cytotoxicity), % at 5 µM; actives 0.36% (n = 360,000);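 active = corrected activity change at or below -50% at 5 µM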
LMP1 NFkB inh: inhibitors of Epstein-Barr LMP1-induced NF-kappaB reporter. LMP1-induced NF-kappaB luciferase reporter cells, luminescence. inhibition, % at 12.5 µM. actives 0.69% (n = 350,000). AID 504558; in the data active = inhibition above about 41%;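 also: 0% = neutral control wells and 100% = reference inhibitor control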
TWEAK-Fn14 inh: blocks TWEAK-Fn14 interaction in a reporter cell assay | TWEAK-stimulated Fn14 reporter cells, luciferase luminescence, 8 h | inhibition, % at 10 µM | actives 2% (n = 360,000) | AID 1159606; in the data active = inhibition above about 50%
CF NFkB inh: inhibitors of cystic fibrosis induced NF-kB | KKLEB NF-kB-GFP reporter, PAF-induced, GFP fluorescence overnight | inhibition, % at 5 µM | actives 0.86% (n = 360,000) | AID 588850;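 active = at least 50% inhibition at 5 µM, scaled per plate between neutral and stimulator controls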;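 also: PAF is a Pseudomonas aeruginosa culture filtrate used as stimulus; plate controls were PAF-stimulated DMSO wells for no effect and unstimulated DMSO wells for full effect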
TROY NFkB inh: TROY signaling inhibition; AID 1347056; actives 0.98% (n = 360,000); inhibition, % at 10 µM; Q293 LMP1-TROYcd NF-kB luciferase reporter, 4 h;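 active = compounds whose plate-normalised and pattern-corrected inhibition of the luciferase reporter signal at the single screening dose is 50% or more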
SRC2 inh: human SRC2 (NCOA2) inhibition | HEK293 GAL4-SRC2 luciferase reporter, luminescence | inhibition, % at 9 µM | AID 651957 | actives 0.17% (n = 370,000);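 active = inhibition above the mean inhibition of all tested compounds plus 3 SD, set per campaign, cut at about 52% in these data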;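 also: 0% = DMSO treated cells and 100% = cells given Gossypol at 36 µM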
NCOA3 inh: human NCOA3 inhibition; Q9Y6Q9; HEK293 GAL4-SRC3 luciferase reporter, luminescence; inhibition, % at 3.6 µM; actives 0.17% (n = 360,000);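 active = inhibition above a per-campaign cutoff, the mean of all compounds plus 3 SD, cut at about 60% in these data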;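 also: 0% = DMSO-treated cells and 100% = gossypol-treated cells at 36 µM; higher means less SRC3-driven luciferase light from the GAL4 reporter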
LRH-1 inv ag: suppresses constitutive activity of human LRH-1 | HEK293T StAR-luciferase reporter, LRH-1 transfected, 24 h | actives 0.13% (n = 360,000) | inhibition, % at 3.6 µM | O00482;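 active = inhibition above the mean inhibition of all tested compounds plus 3 SD, cut at about 73% in these data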;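 also: 0% = DMSO wells and 100% = reporter-only cells lacking LRH-1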
COUP-TFII inh: blocks human COUP-TFII nuclear receptor; HEK293T NGFI-A luciferase reporter, luminescence; AID 686940; inhibition, % at 8.6 µM; actives 0.7% (n = 370,000); P24468;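 active = inhibition above a per-plate cutoff, mean inhibition of test wells between control levels plus 3 SD, cut at about 38% in these data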;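 also: cells cotransfected with COUP-TFII expression vector driving the NGFI-A reporter; 0% = median of COUP-TF2 test wells and 100% = reporter-only cells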
NCOA1 inh: human NCOA1 inhibition | Q15788 | HEK293 GAL4-SRC1 luciferase reporter, luminescence | inhibition, % at 3.6 µM | actives 0.12% (n = 360,000);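 active = inhibition above the campaign mean plus 3 SD, with each screening campaign given its own cutoff, cut at about 60% in these data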;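 also: 0% = DMSO treated cells and 100% = gossypol at 36 µM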
Target sequence (Q15788 whole entry, looked up, the tested form may be a part): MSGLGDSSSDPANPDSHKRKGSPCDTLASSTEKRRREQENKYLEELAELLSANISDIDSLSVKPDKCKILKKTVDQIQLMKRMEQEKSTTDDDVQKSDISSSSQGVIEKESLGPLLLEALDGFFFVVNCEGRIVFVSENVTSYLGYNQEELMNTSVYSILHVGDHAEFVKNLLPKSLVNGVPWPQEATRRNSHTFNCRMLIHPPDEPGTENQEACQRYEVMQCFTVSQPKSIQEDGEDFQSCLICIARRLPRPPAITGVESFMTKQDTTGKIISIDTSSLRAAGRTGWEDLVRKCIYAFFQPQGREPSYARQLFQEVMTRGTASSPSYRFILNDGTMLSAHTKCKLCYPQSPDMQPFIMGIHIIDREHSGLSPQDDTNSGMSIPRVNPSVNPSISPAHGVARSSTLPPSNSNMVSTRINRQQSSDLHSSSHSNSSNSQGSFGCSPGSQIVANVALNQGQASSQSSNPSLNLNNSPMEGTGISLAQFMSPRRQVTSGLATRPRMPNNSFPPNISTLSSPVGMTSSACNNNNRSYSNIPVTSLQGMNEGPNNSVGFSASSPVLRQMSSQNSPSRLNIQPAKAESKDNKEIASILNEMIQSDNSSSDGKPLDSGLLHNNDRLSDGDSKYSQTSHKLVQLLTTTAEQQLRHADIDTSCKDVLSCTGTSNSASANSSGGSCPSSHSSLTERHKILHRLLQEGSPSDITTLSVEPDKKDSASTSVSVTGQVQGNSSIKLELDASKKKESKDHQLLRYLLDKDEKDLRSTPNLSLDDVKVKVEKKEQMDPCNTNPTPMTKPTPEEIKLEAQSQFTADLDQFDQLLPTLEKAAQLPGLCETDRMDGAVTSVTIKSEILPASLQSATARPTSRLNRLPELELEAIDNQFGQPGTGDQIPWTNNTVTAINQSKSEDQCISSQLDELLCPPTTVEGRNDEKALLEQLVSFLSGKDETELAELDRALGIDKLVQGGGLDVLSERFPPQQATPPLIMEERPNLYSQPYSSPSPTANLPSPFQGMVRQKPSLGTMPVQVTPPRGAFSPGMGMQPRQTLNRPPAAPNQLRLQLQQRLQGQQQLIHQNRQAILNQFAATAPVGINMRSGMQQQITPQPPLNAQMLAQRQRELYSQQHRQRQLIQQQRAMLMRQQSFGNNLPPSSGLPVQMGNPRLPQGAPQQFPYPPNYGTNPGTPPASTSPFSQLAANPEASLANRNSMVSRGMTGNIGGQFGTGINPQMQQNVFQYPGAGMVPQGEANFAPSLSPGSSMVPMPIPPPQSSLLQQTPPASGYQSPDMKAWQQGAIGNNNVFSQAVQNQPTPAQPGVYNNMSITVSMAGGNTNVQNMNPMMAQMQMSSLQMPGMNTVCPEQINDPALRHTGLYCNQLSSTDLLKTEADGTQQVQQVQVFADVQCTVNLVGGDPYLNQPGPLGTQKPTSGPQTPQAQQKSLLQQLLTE
TRAIL sens C8: sensitizes caspase-8 expressing cells to TRAIL | NB7+C8 cells + TRAIL, ATPlite viability luminescence | inhibition (viability loss, TRAIL sensitization), % at 10 µM | actives 1% (n = 360,000);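 active = compounds causing at least 50% loss of cell viability in the single-dose screen, relative to plate controls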
* marks the source's active call; other numbers are inactive results; / = no result given.

SMILES	KKLEB tox	LMP1 NFkB inh	TWEAK-Fn14 inh	CF NFkB inh	TROY NFkB inh	SRC2 inh	NCOA3 inh	LRH-1 inv ag	COUP-TFII inh	NCOA1 inh	TRAIL sens C8
CCc1nnc(NS(=O)(=O)c2ccc(NC(=O)c3cccc(Br)c3)cc2)s1	-13	-10	22	-14	15	-7	-15	-13	-5	-9	-17
CCOC(=O)c1cc2n(c1C)-c1ccccc1C2=O	-4	-15	-13	-12	-51	-67	-56	-24	-40	-31	-2
O=C1c2ccccc2NC(c2ccccn2)N1c1ccccc1F (centres undefined)	4	0	-4	12	-2	-14	5	9	2	-3	-11
CC(C)C(NC(=O)c1c(F)cccc1F)C(=O)NCCc1ccc(S(N)(=O)=O)cc1 (centres undefined)	-7	-2	11	21	12	-5	9	-2	-25	9	-10
O=C(COc1ccccc1)Nc1ncn[nH]1	-8	2	-20	1	8	12	-3	-9	-20	-15	-1
COc1cccc(CN2CCC2(C)C(=O)Nc2cnc3ccccc3c2)c1F (centres undefined)	-7	/	20	-13	25	-4	-22	0	-9	-6	20
CCN(CC)Cc1c(O)ccc2c(=O)c(-c3ccc4c(c3)OCCO4)coc12	-8	1	1	-27	-54	10	-3	-16	7	-5	12
COc1cccc(-c2nc(SCC(=O)Nc3nc(-c4ccccc4)c(C)s3)[nH]c(=O)c2C#N)c1	-5	-4	2	-15	28	-14	18	8	8	6	-3
CN(C)CCNC(=O)/C=C/c1cn(-c2ccccc2)nc1-c1cc2ccccc2oc1=O	34	6	0	-14	3	6	-8	15	6	-32	-2
O=C(NCCCN1CCOCC1)c1ccc2c(c1)N(Cc1ccc(Cl)cc1)C(=O)c1ccccc1S2=O (centres undefined)	-2	1	-6	6	9	-9	7	-9	23	17	-23
COc1cc2c(cc1CNC[C@H]1O[C@@H](n3cc(C)c(=O)[nH]c3=O)C[C@@H]1O)OCO2	-6	-2	-16	-5	-10	-5	-21	-6	-9	10	-11
Cn1c(=O)c2[nH]c(C3CCC3)nc2n(C)c1=O	13	-14	12	-33	2	4	-5	-6	-8	-5	-7
CCOc1ccc(Nc2nc(Cl)nc(NCCO)n2)cc1	-3	5	14	-8	-13	12	4	21	-16	1	1
COc1ccc(CCNCC(=O)Nc2ccc(C)c(S(=O)(=O)N(C)C)c2)cc1	-4	2	-6	-5	12	10	2	11	-2	3	8
Cc1ccc(S(=O)(=O)NN2C(=O)/C(=C/c3ccc(F)cc3)SC2=S)cc1	8	0	-10	12	12	-13	3	4	-7	9	-8
O=C(c1cnsn1)N1CCCC(Nc2ccc(F)c(F)c2)C1 (centres undefined)	5	-8	-1	-10	-24	-1	0	5	17	5	0
Cc1ccc(SCc2cc(=O)[nH]c(Nc3nc(C)c4ccc(C)cc4n3)n2)cc1	-16	18	-2	5	-13	-23	17	15	-7	-53	-2
CCC(C(=O)NCc1ccc(C)cc1)c1ccccc1 (centres undefined)	-5	-5	16	-7	28	6	-3	4	5	10	2
C#Cc1cccc(C(=O)N(Cc2cccnc2)CC2CCCN(C3CCCCC3)C2)c1 (centres undefined)	8	0	-10	21	-2	-42	-16	13	0	4	18
Cc1c(NC(=O)C2CCCO2)cccc1[N+](=O)[O-] (centres undefined)	9	-7	8	-1	31	6	7	5	-8	-4	-5
COc1cccc(-c2cc(C(=O)N3CCN(Cc4ccccc4)CC3)no2)c1	4	-5	-1	-6	-25	-25	-3	-11	-13	-7	2
Cc1ccc(C)c(CNS(=O)(=O)c2ccc3c(c2)C(C)(C)C(=O)N3C)c1	7	-7	16	5	-8	-5	20	-12	-10	3	3
COC(=O)c1ccc(NC(=O)Cn2nc(SC)n(N)c2=S)cc1	1	-3	0	6	1	-8	28	17	11	-5	-3
CCCn1c(C2CCCN2c2nc(-c3cccc(Br)c3)cs2)nc2cc(Cl)c(Cl)cc21 (centres undefined)	-8	-1	-3	-17	7	-15	15	10	9	-17	-3
NC(=O)CC[C@@H]1NC(=O)[C@H](CO)NC(=O)c2cc([N+](=O)[O-])cc(I)c2OCC[C@@H](C(N)=O)NC1=O	-25	-4	-7	-2	-14	-16	2	2	1	-7	-1

No new results follow: entries from further up.
SMILES	KKLEB tox	LMP1 NFkB inh	TWEAK-Fn14 inh	CF NFkB inh	TROY NFkB inh	SRC2 inh	NCOA3 inh	LRH-1 inv ag	COUP-TFII inh	NCOA1 inh	TRAIL sens C8
CCc1nnc(NS(=O)(=O)c2ccc(NC(=O)c3cccc(Br)c3)cc2)s1	-13	-10	22	-14	15	-7	-15	-13	-5	-9	-17
CCOC(=O)c1cc2n(c1C)-c1ccccc1C2=O	-4	-15	-13	-12	-51	-67	-56	-24	-40	-31	-2
O=C1c2ccccc2NC(c2ccccn2)N1c1ccccc1F (centres undefined)	4	0	-4	12	-2	-14	5	9	2	-3	-11

Individual results from the entries so far.
Reading for CN(C)CCNC(=O)/C=C/c1cn(-c2ccccc2)nc1-c1cc2ccccc2oc1=O under SRC2 inh: 6
Reading for O=C(c1cnsn1)N1CCCC(Nc2ccc(F)c(F)c2)C1 (centres undefined) under TWEAK-Fn14 inh: -1
Reading for COc1ccc(CCNCC(=O)Nc2ccc(C)c(S(=O)(=O)N(C)C)c2)cc1 under CF NFkB inh: -5
Reading for Cc1ccc(S(=O)(=O)NN2C(=O)/C(=C/c3ccc(F)cc3)SC2=S)cc1 under TRAIL sens C8: -8
Reading for NC(=O)CC[C@@H]1NC(=O)[C@H](CO)NC(=O)c2cc([N+](=O)[O-])cc(I)c2OCC[C@@H](C(N)=O)NC1=O under CF NFkB inh: -2
Reading for O=C(NCCCN1CCOCC1)c1ccc2c(c1)N(Cc1ccc(Cl)cc1)C(=O)c1ccccc1S2=O (centres undefined) under NCOA1 inh: 17
Reading for Cc1ccc(SCc2cc(=O)[nH]c(Nc3nc(C)c4ccc(C)cc4n3)n2)cc1 under LMP1 NFkB inh: 18

(next part)
SMILES	KKLEB tox	LMP1 NFkB inh	TWEAK-Fn14 inh	CF NFkB inh	TROY NFkB inh	SRC2 inh	NCOA3 inh	LRH-1 inv ag	COUP-TFII inh	NCOA1 inh	TRAIL sens C8
COc1cccc(C#Cc2c(C=O)n(C)c3ccccc23)c1	15	18	21	-5	-28	-17	1	5	4	-9	19
CCn1c(=O)c2cc(C(=O)Nc3cc(C)on3)sc2c2ccccc21	3	-6	-27	-12	1	-6	14	-5	16	-9	7
COC(=O)c1cc(N/C(N)=N/c2nc(C)cc(C)n2)cc(C(=O)OC)c1	-14	11	-13	-2	-16	25	37	37	42*	27	2
O=C1CCCCC1(O)Cc1ccc2c(c1)OCO2 (centres undefined)	16	-2	4	9	-19	-21	-25	-10	12	0	-1
CC(=O)OC1C=CN(C(C)=O)C(SC(C)(C)C)C1(C)O (centres undefined)	-6	1	7	-6	-6	8	-11	-19	-14	3	-11
C/C(=N\NC(=O)c1ccc(Cl)c(Cl)c1)c1cccc(NC(=O)C(C)C)c1	8	-4	-9	-7	-27	3	-8	10	0	7	12
C[C@H](NC(=O)Cc1ccccc1)C(=O)N1CCC2(CC1)NCCc1[nH]cnc12	-5	-15	-7	0	0	-29	8	4	8	9	-7
CCC(C)NCc1ccc(C(=O)OC)o1 (centres undefined)	-12	9	17	4	8	-23	16	2	-5	-4	-13
CCOC(=O)c1ccc(NC(=S)Nc2cccc(N)n2)cc1	15	-22	-3	-6	-20	-24	-57	-106	-33	-62	13
CCCN1CCC(NC(=O)C2CCCCC2C(=O)O)CC1 (centres undefined)	-4	-3	-9	7	4	-8	-5	8	-14	8	-5
O=C1COc2ccc(S(=O)(=O)Nc3ccc(OC(F)(F)F)cc3)cc2N1	-2	4	-4	1	5	21	9	-3	-7	13	-3
COc1ccc(C(C#N)=Cc2ccc(NC(C)=O)cc2)cc1	-9	-29	-42	10	-44	-21	-79	-45	-38	-84	12
CC(=O)NC(CC(=O)NC1CCCc2ccccc21)c1ccccc1 (centres undefined)	-1	1	35	2	-2	-24	5	10	-1	-38	-3
COc1ccc(C2CC(c3ccc([N+](=O)[O-])cc3)=NN2C(C)=O)cc1 (centres undefined)	11	-10	0	-17	-33	-13	-17	-31	-23	-15	-9
CCC(Sc1nc(-c2ccccc2)c(-c2ccccc2)[nH]1)C(=O)O (centres undefined)	-5	-18	-3	8	14	-9	-19	8	-10	8	0
COc1ccccc1C(=O)COC(=O)c1ccccc1O	7	2	-2	-11	-41	-46	-15	-4	1	-4	-2
CCOC(=O)c1sc(NC(=O)c2ccc(S(=O)(=O)N3CCCCCC3)cc2)nc1-c1ccccc1	-3	-3	77*	-2	22	4	-7	20	-13	7	3
COC(=O)c1ccc2nc(-c3ccc(C)cc3)c(Cc3cccc(F)c3)n2c1	/	/	-2	/	4	-17	/	-29	6	/	26
O=C(O)c1cccc(S(=O)(=O)N2CC=C(c3ccccc3)CC2)c1	4	0	-8	0	-5	-6	-42	2	-43	9	-8
